High-throughput results from PubChem.
HP1b chromo inh: inhibitors of HP1-beta chromodomain binding to methylated histone tails; P83916; Potency, µM (highest dose often 114 µM), without a hit: top-dose activity change, negative = inhibition, actives largely listed as inhibitors; hit rate 0.56% among 390,000; AlphaScreen HP1-beta / biotin-H3K9me3 peptide binding; AID 540317; further: potency means the concentration at half of the fitted maximal effect; nearly all actives have a fitted effect of over 70% in size; inactives centre near 23
Target sequence (P83916 whole entry, looked up): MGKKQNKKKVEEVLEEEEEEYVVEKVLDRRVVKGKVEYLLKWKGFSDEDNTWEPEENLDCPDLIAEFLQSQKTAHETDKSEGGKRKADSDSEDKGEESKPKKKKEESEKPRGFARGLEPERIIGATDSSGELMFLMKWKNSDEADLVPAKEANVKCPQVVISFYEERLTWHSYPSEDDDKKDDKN
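AlphaScreen: HP1-beta (50 nM) preformed 30 min with biotin-H3(1-18)K9me3 peptide (50 nM) in PBS pH 7.4, 0.01% Tween-20. Compound added for 30 min at RT, then streptavidin donor/nickel chelate acceptor beads (10 ug/mL) for 30 min.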
GLS inhibitor: glutaminase GLS (human) inhibition. O94925. GLS enzymatic activity, qHTS titration. Potency, µM (top dose mostly 45.5 µM), for inactives: at the top dose activity change, negative = inhibition, actives largely listed as inhibitors. hit rate 0.21% among 410,000. AID 624170; further: potency means the concentration at half of the fitted maximal effect; on the % scale 0 is the no-effect control and ±100 the full control effect
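Two-point fluorescence kinetic (t0, 30 min RT) for hKGA; glutamate detected via glutamate oxidase–HRP–Amplex Red. Substrate: 1 mM L-glutamine solution; buffer 45 mM KH2PO4, pH 8.2.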
PI4K2A block: PI4K2A (human) kinase inhibition | purified PI4K2A, ADP-Glo luminescence, 1 h; active compounds read low | activity change, negative = inhibition, % at 76.9 µM | Q9BTU6 | AID 1346378 | hit rate 0.13% among 420,000; in the data active means activity change below about -50%; inconclusive means mostly about -30% to -49%;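 further: -100% = wells without enzyme as full effect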
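In this quantitative HTS, ADP production by PI4K2A was quantified luminescently after 1 h at ambient temperature; 100 microM adenosine served as plate-quality control.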
PGK inhibitor: blocks T. brucei phosphoglycerate kinase. PGK/GAPDH coupled, Kinase-Glo luminescence, 60 min. hit rate 0.043% among 380,000. Potency, µM (titrated, usually from 57.5 µM), inactives show top-dose activity change, negative = inhibition, hits mostly inhibitors; further: potency means the concentration at half of the fitted maximal effect; on the % scale 0 is the no-effect control and ±100 the full control effect; nearly all actives have a fitted effect of over 60% in size
Target sequence (P07378 whole entry, looked up): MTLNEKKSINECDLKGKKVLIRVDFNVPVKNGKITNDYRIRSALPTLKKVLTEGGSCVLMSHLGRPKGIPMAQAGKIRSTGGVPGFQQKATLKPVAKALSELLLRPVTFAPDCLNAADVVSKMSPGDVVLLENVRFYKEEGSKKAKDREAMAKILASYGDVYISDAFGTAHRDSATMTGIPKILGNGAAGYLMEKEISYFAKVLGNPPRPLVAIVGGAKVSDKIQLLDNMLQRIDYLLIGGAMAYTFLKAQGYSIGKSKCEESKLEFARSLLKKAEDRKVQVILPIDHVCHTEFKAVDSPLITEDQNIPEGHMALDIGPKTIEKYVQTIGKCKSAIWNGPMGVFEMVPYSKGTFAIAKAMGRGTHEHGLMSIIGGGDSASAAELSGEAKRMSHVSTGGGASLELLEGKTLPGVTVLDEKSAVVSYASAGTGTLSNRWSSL
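Luminescent ATP detection (Kinase-Glo Plus) follows a 60-minute room-temperature incubation, with wells lacking PGK as controls. Buffer: 100 mM TEA (pH 7.6), 5 mM MgCl2, 0.01% Tween-20. Coupling enzyme GAPDH (100 nM final) supplies unstable 1,3-BPG in-well.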
Pin1 inh: human Pin1 inhibition | Q13526 | Potency, µM (top dose mostly 115 µM), without a hit: top-dose activity, negative = inhibition, usual class: inhibitors | Pin1 FP peptide displacement, HiFluor488, 10 min | AID 504891 | hit rate 0.009% among 390,000; active means well fitted inhibition curve with a large enough effect in the polarisation, with a control signal flat, not every such curve was filed as active; inconclusive means small, poorly fitted or top-dose-only effect, or effect the other way, or a change in a side signal; inactive means no such curve, though single readings can be large or run the other way; the % refers to the polarisation; further: potency means the concentration at half of the fitted maximal effect; on the % scale 0 is the no-effect control and ±100 the full control effect
Target sequence (Q13526 whole entry, looked up): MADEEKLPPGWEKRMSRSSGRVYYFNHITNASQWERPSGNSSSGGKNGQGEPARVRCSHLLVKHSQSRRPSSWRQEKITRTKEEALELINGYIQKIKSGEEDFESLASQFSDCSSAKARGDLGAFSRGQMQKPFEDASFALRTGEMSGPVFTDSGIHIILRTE
BAZ2B inh: BAZ2B (human) inhibition; Q9UIF8; AlphaScreen BAZ2B-H3K14Ac peptide displacement; Potency, µM (titrated, usually from 114 µM), for inactives: at the highest dose activity change, negative = inhibition, most hits filed as inhibitors; hit rate 4.4% among 360,000; AID 504333; further: potency means the concentration at half of the fitted maximal effect; on the % scale 0 is the no-effect control and ±100 the full control effect; nearly all actives have a fitted effect of over 60% in size
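Complex of BAZ2B and biotin-H3K14Ac (50 nM apiece) forms over 30 min at RT, then faces library compounds up to 110 uM for another 30 min; AlphaScreen beads added, 20 min dark incubation, luminescence read.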
ERG-DNA inh: blocks human ERG Ets domain binding to DNA. P11308. fluorescence polarization, His-ERG Ets domain / labelled DNA. Potency, µM (series often up to 76.9 µM), for the others: at the top dose FP activity, negative = inhibition, usual class: inhibitors. hit rate 0.028% among 370,000. AID 624246; active means well fitted inhibition curve with a large enough effect in the polarisation, with a control signal flat; inconclusive means small, poorly fitted or top-dose-only effect, or effect the other way, or a change in a side signal; inactive means no such curve, though single readings can be large or run the other way; the % refers to the polarisation;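 further: polarization taken with two DNA probes labelled with fluorescein and Texas red; potency means the concentration at half of the fitted maximal effect; % of control where 0% means no effect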
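His-tagged ERG Ets domain (1 uM in the protein solution; 300mM KCl, 50mM Tris-HCl, 1mM EDTA, 1mM DTT, pH 7.5) received compound, then a probe mix of 5 nM fluorescein-DNA and 100nM Texas-615-DNA. Fluorescence polarization was read for both dyes.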
JMJD2A Tudor: JMJD2A Tudor domain (human) inhibition | Potency, µM (top dose mostly 114 µM), for inactives: top-dose activity change, negative = inhibition, usual class: inhibitors | hit rate 4.4% among 390,000 | AID 504339 | AlphaScreen JMJD2A-Tudor / H3K4me3 peptide binding; further: potency means the concentration at half of the fitted maximal effect; on the % scale 0 is the no-effect control and ±100 the full control effect; nearly all actives have a fitted effect of over 50% in size
G9a block: blocks human histone lysine methyltransferase G9a; Q96KQ7; Potency, µM (series often up to 102 µM), without a hit: at the top dose activity, negative = inhibition, most hits filed as inhibitors; G9a H3K9 monomethylation, AlphaScreen, 2 h; AID 504332; hit rate 8.8% among 350,000; further: potency means the concentration at half of the fitted maximal effect; on the % scale 0 is the no-effect control and ±100 the full control effect; nearly all actives have a fitted effect of over 75% in size
Target sequence (Q96KQ7 913-1193 limits assumed): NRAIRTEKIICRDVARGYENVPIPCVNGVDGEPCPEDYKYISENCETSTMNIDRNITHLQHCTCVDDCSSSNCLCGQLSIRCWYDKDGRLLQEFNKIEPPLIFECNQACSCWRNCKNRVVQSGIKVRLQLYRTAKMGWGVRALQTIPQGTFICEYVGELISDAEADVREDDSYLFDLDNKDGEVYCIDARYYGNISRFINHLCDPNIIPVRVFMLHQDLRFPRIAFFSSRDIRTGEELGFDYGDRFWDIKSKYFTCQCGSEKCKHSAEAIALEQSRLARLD
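Chemiluminescent proximity detection of H3K9 monomethylation, read after 10 min bead incubation in the dark. Reaction: 20 nM G9a, 500 nM biotin-H3K9 peptide, 20 uM SAM cofactor, 2 h, room temperature, following 15 min enzyme-compound preincubation.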
Starred values were filed as active, the others as inactive; i = inactive; ? = inconclusive; / = not tested or not shown; [ ] = another dose, or the depositor's remark. Unless noted, the call rests on the fitted dose curve; in most records, active means well fitted curve in the direction sought with a large enough effect; inconclusive means small, poorly fitted or top-dose-only effect, or another doubt; inactive means no such curve, though single readings can be large; an effect the other way counts as inactive or inconclusive. Compounds were not picked by outcome, and some 11% of all compounds hit somewhere here.

HP1b chromo inh	PGK inhibitor	Pin1 inh	GLS inhibitor	JMJD2A Tudor	G9a block	BAZ2B inh	ERG-DNA inh	PI4K2A block	molecule
51.2%[activator]	5.2%	0.0%	-1.7%	9.1%	-1.3%	6.1%	0.6%	-1.1	Cc1cccc(NC(=O)CSc2nc3nc(C)cc(C)n3n2)c1
4.3%	-1.4%	-7.7%	0.3%	-10.5%	?	-30.2%	-4.4%	5.1	Cc1ccccc1OCc1nc2ccccc2c(=O)n1/N=C/c1ccco1
40.0%[activator]	2.5%	-1.2%	-3.9%	0.7%	-5.1%[59 µM]	1.1%	4.0%	-14.8	CC(C)(C)c1ccc(C(=O)NNC(=O)c2ccc(Cl)cc2)cc1
-7.2%	4.0%	1.5%	18.7%	?	-1.1%[59 µM]	-5.0%	2.8%	-3.2	COc1ccc(Cl)cc1NC(=O)C/C(C)=N/NC(=O)CC#N
10.4%	-2.6%	24.5%	-4.4%	-20.7%	?	-23.6%	-6.2%	2.7	CCc1nc2ccccc2c(C(=O)OCC(=O)Nc2cccc(S(=O)(=O)NC3=NCCCCC3)c2)c1C
31.8%[activator]	3.4%	4.0%	1.3%	-8.3%	?	-7.3%	-2.5%	2.8	CN(CC(=O)Nc1ccc(Cl)cc1F)S(=O)(=O)c1ccc2c(c1)n(C)c(=O)c(=O)n2C
45.0%[activator]	3.8%	-1.3%	-15.5%	5.4%	3.3%	9.9%	-1.8%	1.4	Cc1cccc(N2CCN(C(=O)c3cccs3)CC2)c1C
12.1%	-2.2%	-16.9%	0.8%	-19.7%	-40.5%[59 µM]	-4.9%	28.2µM*	-3.7	Cc1cc2cc(CNC(=O)c3ccc(S(=O)(=O)N4CCOCC4)cc3)ccc2n1C
36.5%	0.0%	1.8%	6.6%	-8.7%	?	1.8%	3.7%	-0.9	Cc1cccc(C)c1OCc1nc2ccccc2[nH]1
18.8%	-6.4%	2.9%	12.0%	-6.3%	0.2%	8.0%	-19.7%	0.1	CCOCCn1c(CN2CCCCC2C)nc2c1c(=O)n(C)c(=O)n2C (stereo unspecified)
56.1%[activator]	-5.9%	-2.1%	0.9%	-4.1%	-5.7%	-16.8%	-7.2%	-5.5	CCC(=O)Nc1ccc(C(=O)NNC(=O)c2ccc([N+](=O)[O-])cc2)cc1
41.2%[activator]	-13.4%	2.4%	14.3%	-2.7%	-5.4%	-19.0%	6.0%	0.9	COc1ccccc1NC1=NC(CO)(CO)CS1
-2.0%	i	-7.0%	11.4%	-21.3%	/	15.8%	-4.1%	0.6	COc1ccc(CCN(C)CCC(=O)Nc2c(C)cc(C)cc2C)cc1OC
43.1%[activator]	i	-13.9%	3.0%	-16.5%	1.2%[12.7 µM]	-0.8%	-12.5%	6.4	Cc1cc(C)cc(NC(=O)CSc2nnc(-c3ccc(S(=O)(=O)N4CCCC4)cc3)o2)c1
50.7%[activator]	-6.9%	0.9%	-1.2%	-1.0%	3.1%[59 µM]	3.2%	0.9%	-2.0	CCCc1nn2c(=O)cc(COc3ccc(/C=C(\C#N)C(=O)Nc4ccc(F)cc4)cc3)nc2s1
7.1%	i	-5.2%	-1.3%	-5.6%	-4.0%	-18.7%	15.5%	-6.8	N#C/C(=C(/O)c1ccc([N+](=O)[O-])cc1)c1nc2ccccc2[nH]1
33.4%	-11.7%	-2.7%	-1.1%	-11.9%	-15.5%	/	-2.7%	2.7	O=C(O)/C=C/c1ccc(S(=O)(=O)NCc2ccco2)cc1
48.3%[activator]	-11.5%	?	-4.9%	-3.0%	10.9%[12.7 µM]	7.4%	-4.2%	1.1	CCCCCCCCCC(=O)N/N=C/c1ccc(C)s1
-16.1%	-9.7%	18.8%	-1.3%	?	-2.8%[12.7 µM]	-36.2%	-4.4%	-8.6	Cc1ccc(-n2c(C)cc(/C=N/NC(=O)CN(c3ccc(C)cc3C)S(C)(=O)=O)c2C)cc1
28.2%	3.9%	0.9%	0.0%	1.6%	/	/	-4.2%	-0.4	Cc1ccc(C)c(S(=O)(=O)N2CCN(C(=O)CNC(=O)c3sc4ccccc4c3Cl)CC2)c1
33.7%	i	-0.3%	0.8%	-11.6%	20.9%[59 µM]	8.7%	4.3%	4.1	CCC(C)/C(C)=N/NC(=O)c1ccc(COc2ccc(Cl)c(C)c2)cc1 (stereo unspecified)
23.1%	-15.1%	-3.5%	5.8%	-23.3%	-37.3%[59 µM]	-38.2%	-3.1%	2.1	CSc1cccc(NC(=S)N(CCC(C)C)C2CCN(C(C)C)CC2)c1
33.3%	-2.7%	-1.7%	-1.4%	-9.9%	-9.7%[0.501 µM]	?	-0.8%	2.9	COc1ccc(C2/C(=C(/O)c3ccccc3)C(=O)C(=O)N2CCCN2CCOCC2)cc1 (stereo unspecified)
52.2%[activator]	-1.4%	3.4%	-15.4%	1.7%	14.7%[59 µM]	1.1%	4.6%	-12.2	COc1ccc(-c2cc(C(F)(F)F)nc(SCC(=O)NCC(C)C)n2)cc1OC
31.1%	-14.9%	1.4%	-12.9%	-14.0%	-29.1%[59 µM]	-11.2%	-0.7%	2.2	CCS(=O)(=O)Nc1cccc(C2=NN(S(=O)(=O)c3ccc(F)cc3)C(c3cccs3)C2)c1 (stereo unspecified)
26.9%	i	-6.8%	-1.7%	-27.4%	21.3%[59 µM]	-8.2%	9.1%	-9.4	COc1ccc(/C=C(/C#N)C(=O)Nc2ccccc2C)cc1C(=O)O
31.5%	-9.8%	0.2%	-0.6%	0.7%	-10.4%[2.33 µM]	-19.3%	-7.5%	-8.2	CN(C)S(=O)(=O)N1C(=O)c2ccccc2C1=O
23.8%[57 µM]	10.0%	-1.1%	-2.1%	-2.6%	7.5%[59 µM]	3.4%	-2.4%	0.1	O=C(COc1ccc(Cl)cc1)Nc1ccccc1OCc1cc(=O)n2ccccc2n1
2.9%	-1.7%	10.1%	-12.4%	-34.9%	7.94µM*	-37.6%	-0.3%	0.0	CCn1c2ccccc2c2cc(NC(=O)c3ccccc3[N+](=O)[O-])ccc21
-11.1%	i	-1.1%	6.1%	-28.1%	56.2µM*	-31.9%	-4.2%	-3.8	S=C(NCc1ccco1)N1CCN(c2ccccc2Cl)CC1
28.8%	i	-13.8%	-14.9%	-20.5%	19.7%	4.8%	-1.8%	9.2	Cn1ccnc1CC(O)(c1ccccc1)c1ccccc1
11.8%	-8.8%	1.7%	11.4%	-14.1%	-22.5%[59 µM]	-2.5%	3.9%	-1.5	Cc1ccc2c(c1)N(C(=O)Nc1ccc(Br)cc1F)CCO2
24.2%	8.7%	-1.8%	20.6%	-5.1%	-0.2%[59 µM]	-14.1%	6.2%	-12.1	COc1ccc(NS(=O)(=O)c2ccc3c(c2)CCN3C(=O)CCC(=O)O)cc1Cl
35.6%	3.8%	-0.6%	-0.7%	-3.4%	-10.6%[59 µM]	11.1%	/	-1.2	CC(=O)NCC(=O)OCC(=O)c1ccc(Br)cc1
33.0%	1.0%	0.7%	9.5%	-3.4%	7.3%[59 µM]	-0.2%	-16.8%	7.3	Cc1nc(N)sc1C(=O)N/N=C/c1ccco1
17.8%	3.4%	0.8%	3.0%	-1.4%	8.9%	1.6%	7.1%	1.1	CCCn1nnc(NC(=O)c2ccc3c(c2)OCO3)n1
31.4%	0.9%	?	9.2%	2.2%	-6.2%[59 µM]	-5.9%	1.3%	-1.4	COc1ccc(OC)c(C(=O)COC(=O)c2cc(C)oc2C)c1
16.8%	11.8%	-7.2%	-16.5%	-16.6%	-17.8%[59 µM]	?	-0.2%	-5.1	Cc1cccc(NC(=O)Cn2c(SCC(=O)NCc3ccccc3)nc3ccccc32)c1C
1.5%	8.7%	-15.5%	51.2%[activator]	-13.4%	/	-7.3%	-3.2%	-3.2	CCOC(=O)C(=O)NCc1ccc(/C=C2/N=C(C)C(C(=O)OCC)=C2O)o1
37.7%	0.0%	1.1%	-3.4%	-22.2%	/	/	0.5%	-4.6	CCC(=O)N(c1nnc(SCC(=O)c2ccc[nH]2)s1)C1CC1
52.7%[activator]	-7.6%	-1.3%	-0.1%	-6.2%	-0.1%[12.7 µM]	-0.8%	?	-0.6	O=C(COC(=O)/C=C/c1cccs1)Nc1ccc(F)cc1
60.9%[activator]	-9.4%	-4.0%	-6.2%	18.0%	9.0%	6.1%	0.3%	20.1	Cc1cccc(N(Cc2ccccc2)C(=O)CCl)c1
11.2%	-4.3%	-3.0%	1.4%	-8.8%	/	5.0%	-2.4%	4.9	CCOC(=O)c1cccc(NC(=O)CNC(=O)C2CCCCC2)c1
59.9%[activator]	-0.9%	6.1%	4.9%	-5.3%	-12.7%	-22.2%	-5.0%	-6.2	CCOc1ccccc1CN1CCNC(=O)C1CC(=O)N(C)CCC1CCOCC1 (stereo unspecified)
48.7%[activator]	12.0%	21.7%	-2.0%	-18.8%[57.1 µM]	24.1%[59 µM]	17.1%	4.8%	2.4	Cc1ccc(S(=O)(=O)/N=C2\SC(CC(=O)Nc3ccc(F)cc3)C(=O)N2c2ccccc2)cc1 (stereo unspecified)
36.0%	-4.7%	-0.6%	11.4%	-20.6%	7.8%	-5.4%	1.5%	-0.7	CCOC(=O)N1CCN(c2c(NCCc3ccc(OC)c(OC)c3)c(=O)c2=O)CC1
18.6%	-0.9%	-9.9%	16.0%	5.7%	-4.1%	2.2%	6.7%	3.3	O=c1cnc2ccccc2n1Cc1ccc(Br)cc1
